# USP2a inh – inhibitors of human ubiquitin-specific protease USP2a; AID 463254; 0.01% of 330,000 active; USP2 core, Ub-CHOP2 coupled fluorogenic reporter, 485/531; O75604; Potency, µM (highest dose often 38.3 µM), inactives show top-dose activity change, negative = inhibition, most hits filed as inhibitors;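 also: potency is read from the fitted curve at half-maximal effect; plate controls were DMSO wells for no effect and full inhibition by NEM control for full effect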
#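 Deubiquitinase activity read as fluorescence (485/531 nm) after Ub-CHOP2 cleavage activates the enterokinase reporter on its substrate; USP2 core 10nM, Ub-CHOP2 and substrate 25nM each, 30min compound preincubation then 60min RT; data normalized to NEM, curves fitted.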
# uPA generation – blocks generation of uPA at the cell surface | AID 540303 | Potency, µM (titrated, usually from 38.3 µM), without a hit: top-dose activity change, negative = inhibition, most hits filed as inhibitors | cell surface uPA generation assay, qHTS | 0.31% of 330,000 active; active = well fitted inhibition curve with a large enough effect; inconclusive = small, poorly fitted or top-dose-only effect; inactive = no such curve, though single readings can be large or run the other way; tested in mouse RAW 264.7 cells; also: potency is read from the fitted curve at half-maximal effect; nearly all actives have a fitted effect of over 55% in size
# Giardia kill – kills Giardia lamblia; Giardia lamblia trophozoite viability; activity change, % at 7.66 µM, hits read low; 0.15% of 340,000 active; in the data active = activity change below about -80%; inconclusive = between about -30% and that limit;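 also: parasites exposed to compound for two days anaerobically before the ATP read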
#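 Anaerobic 48 hrs incubation at 37 deg C of 100 trophozoites/well with test compounds; ATPLite 1-Step luminescence, 15-30 min RT, reports cellular ATP as viability.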
# KCNH2 3.1 block – KCNH2 3.1 (human) potassium channel inhibition. U2OS KCNH2 3.1, thallium flux FluxOr; stronger effect = lower value. activity change, % (tested at about 1.8 µM). 0.95% of 340,000 active. AID 720553;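 active = maximum activity change below -70%; inconclusive = maximum activity change from -70% to -50%; inactive = maximum activity change above -50%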;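 also: thallium influx rate constant from kinetic fluorescence after stimulation buffer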
#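 Normalized rate constant (relative to positive and negative DMSO controls) derived from a 2 min kinetic fluorescence read after stimulation; U2OS cells expressing the 3.1 isoform via virus at 1.77 x 10^8 /mL.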
# PKM2 activator – PKM2 (human) enzyme activation | P14618 | purified PKM2, Kinase-Glo ATP luminescence, activation; response scale: 0% is enzyme alone, no compound | Potency, µM (series often up to 57.5 µM), for inactives: at the top dose activation, most hits filed as activators | 0.34% of 260,000 active | AID 1631; also: potency is read from the fitted curve at half-maximal effect; nearly all actives have a fitted effect of over 55% in size
#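 Purified hPK-M2 (>95% pure) converted ADP (0.1 mM final) to ATP with 0.5 mM PEP in 50 mM imidazole pH7.2, KCl, MgCl2, Tween 20, BSA; 1 h at room temperature. ATP detected by Kinase-Glo luminescence.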
# GALK inh – inhibitors of human galactokinase; Purified GALK, Kinase-Glo residual ATP luminescence; Potency, µM (highest dose often 57.5 µM), without a hit: at the top dose activity change, negative = inhibition, most hits filed as inhibitors; 0.007% of 270,000 active; also: potency is read from the fitted curve at half-maximal effect
# Target sequence (P51570 whole entry, looked up): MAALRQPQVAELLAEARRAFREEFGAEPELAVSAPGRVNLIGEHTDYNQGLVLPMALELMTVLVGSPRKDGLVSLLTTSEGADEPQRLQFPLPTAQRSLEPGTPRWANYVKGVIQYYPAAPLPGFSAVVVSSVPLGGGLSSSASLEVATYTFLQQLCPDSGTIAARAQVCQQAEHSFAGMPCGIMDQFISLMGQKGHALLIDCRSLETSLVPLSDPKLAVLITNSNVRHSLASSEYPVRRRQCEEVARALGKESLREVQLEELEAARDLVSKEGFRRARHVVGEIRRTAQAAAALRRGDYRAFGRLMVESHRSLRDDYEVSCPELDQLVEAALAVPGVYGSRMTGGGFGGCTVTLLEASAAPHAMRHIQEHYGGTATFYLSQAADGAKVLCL
#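 5 nM enzyme, 35 uM ATP, 100 uM galactose, 20 mM HEPES pH8.0, 5 mM MgCl2; 1 h RT; residual ATP by Kinase-Glo Plus luminescence, qHTS format.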
# Eya2 inh – inhibitors of human Eya2 phosphatase activity; recombinant Eya2, OMFP fluorescence dephosphorylation (OMFP is methylfluorescein phosphate); 0.006% of 330,000 active; O00167; Potency, µM (highest dose often 76.9 µM), for inactives: at the top dose activity, negative = inhibition, actives largely listed as inhibitors; also: potency is read from the fitted curve at half-maximal effect
#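 Eya2 (0.2 uM) preincubated 10 min at ambient with compound, then OMFP substrate added at 50 uM; 10 min reaction in 50 mM HEPES pH 7.5, 50 mM NaCl, 5 uM MgCl2, 0.05% BSA, 1 mM DTT. Fluorescence read at Ex 485/Em 525 nm.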
# FBPA coupling cs – counter-screen for Giardia aldolase inhibitors: coupling enzyme system. 0.67% of 290,000 active. activity change, negative = inhibition, % at 58.2 µM, hits read low. coupling enzyme system counterscreen, AmpLite Red fluorescence; in the data active = activity change below about -30%
#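 Coupling enzymes only (glyceraldehyde-3-phosphate) + compound, at 57.5 uM final, 10 min RT; add substrate/coupling/AmpLite Red mix, 20 min RT; fluorescence ex 525/em 598 nm. Actives flag coupling-system interference.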
# Chronic BCR inh – chronic active BCR signaling inhibition; ABC-DLBCL IkBa-CBG/CBR reporter, luminescence ratio, 4 h; Potency, µM (series often up to 46.1 µM), without a hit: at the highest dose ratio change, negative = lower green/red ratio, actives largely listed as inhibitors; 0.05% of 340,000 active; AID 493014; active = well fitted inhibition curve with a large enough effect in the signal ratio, with a control signal flat, not every such curve was filed as active; inconclusive = small, poorly fitted or top-dose-only effect, or effect the other way, or a change in a side signal; the % refers to the signal ratio;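 also: potency is read from the fitted curve at half-maximal effect; plate controls were basal doxycycline-induced cells for no effect and cells given 10 µM MG132 for full effect; MG132 reads +100%, hits lower the ratio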
#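 TMD8 human ABC-DLBCL cells with doxycycline-inducible IκBα–green luciferase fusion and unfused red luciferase, in 0.5% FBS medium; compounds up to 46 uM, 4 h at 37C. Green/red luminescence ratio, filter-overlap corrected, fitted to concentration-response curves.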
# B2AR arrestin – recruits beta-arrestin to the human beta2-adrenergic receptor. P07550. beta-arrestin recruitment to beta2AR, cell-based reporter. Potency, µM (doses to about 46.1 µM), without a hit: at the highest dose activation, usual class: activators. 0.02% of 330,000 active;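 also: potency is read from the fitted curve at half-maximal effect; 0% = DMSO controls and full agonism = EC100 isoproterenol or metaproterenol; nearly all actives have a fitted effect of over 65% in size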
# Target sequence (P07550 whole entry, looked up): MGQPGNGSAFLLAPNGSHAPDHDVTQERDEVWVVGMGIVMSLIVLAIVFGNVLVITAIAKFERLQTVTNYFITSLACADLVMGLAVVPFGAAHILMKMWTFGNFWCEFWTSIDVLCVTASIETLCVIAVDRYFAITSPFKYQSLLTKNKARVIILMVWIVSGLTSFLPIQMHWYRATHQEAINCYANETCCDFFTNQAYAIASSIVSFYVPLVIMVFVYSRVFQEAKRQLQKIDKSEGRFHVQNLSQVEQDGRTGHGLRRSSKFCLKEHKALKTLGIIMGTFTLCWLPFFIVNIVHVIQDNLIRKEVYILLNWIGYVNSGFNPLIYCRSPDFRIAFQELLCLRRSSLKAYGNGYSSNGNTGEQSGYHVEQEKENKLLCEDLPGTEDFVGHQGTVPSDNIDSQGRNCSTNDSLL
# hERG WT inh – KCNH2 (human, wildtype) channel inhibition; activity change, % at 1.84 µM; Q12809; 0.37% of 340,000 active; U2OS, BacMam KCNH2, thallium flux FluxOr; stronger effect = lower value;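 active = maximum activity change below -70%; inconclusive = maximum activity change between -70% and -50%; inactive = maximum activity change above -50%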
#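 U2OS cells transduced with wild-type KCNH2 virus are loaded with FluxOr dye for 45 min, and thallium flux is measured in kinetic reads before and after stimulation buffer. Rate constants are normalized to DMSO controls.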
# An asterisk follows results filed as active; u = inconclusive; x = not tested or not shown; & = joins results of further samples; [ ] = dose if it differs, or a comment. Unless noted, calls follow the shape of the dose curve; as a rule, active = well fitted curve in the direction sought with a large enough effect; inconclusive = small, poorly fitted or top-dose-only effect, or another doubt; inactive = no such curve, though single readings can be large; an effect the other way counts as inactive or inconclusive. Unless noted, % is scaled to controls: 0 for no effect and ±100 for the full control effect.
entry	Molecule	USP2a inh	Giardia kill	hERG WT inh	Chronic BCR inh	PKM2 activator	uPA generation	B2AR arrestin	Eya2 inh	KCNH2 3.1 block	GALK inh	FBPA coupling cs
1	O=C1NC(=O)C2(Cc3ccccc3N3CCCC32)C(=O)N1c1ccc(Cl)cc1 (centres undefined)	u	9	-6	u	4%	x	6.8%	8%	8	4%	4
2	Cc1ccc(N/C(N)=N/c2nc(CSc3nnc(C)s3)cc(=O)[nH]2)c(C)c1	2%	37[activator]	-5	u	0%	3.5µM*	0.4%	-6%	-1	1%	0
3	CCCC1(CCC)C(=O)NC(=Nc2ccccc2)NC1=O	1%	-7	-9	5%	1%	4%	-0.3%	8%	9	1%	2
4	CC(C)OC(=O)C1C2c3ccccc3C(c3ccccc32)C1C(=O)O (centres undefined)	3%	-18	-3	0%	-2%	1%	-0.1%	1%	9	1%	1
5	NP(=O)(OCCCc1ccccc1)c1ccccc1 (centres undefined)	-1%	4	7	10%	0%	-1%	-0.7%	-2%	-6	x	2
6	O=C1CC(c2cccnc2)=NN1c1ccccc1	1%	10	0	6%	0%	2%	0.2%	-6%	-8	-1%	0
7	CN(C)c1ccc(C(=O)c2ccc(N(C)C)cc2)cc1	1%	5	4	u	-4%	x	-0.2%	2%	-11	-2%	0
8	N#C[C@H](O[C@@H]1O[C@H](CO[C@@H]2O[C@H](CO)[C@@H](O)[C@H](O)[C@H]2O)[C@@H](O)[C@H](O)[C@H]1O)c1ccccc1	6%	2	-6	-1%	x	5%	-0.1%	15%	5	x	x
9	O=c1[nH]c(O)c(N=Nc2ccc3c(c2)OCCO3)c(=O)[nH]1	2%	-11	-1	u	x	-4%	0.2%	-26%	0	3%	-1
10	Nc1ccc(CCN2CCCC2)cc1	2%	24	-9	2%	-8%	17%	0.1%	0%	-17	-3%	0
11	c1cncc(C2CC(c3cccs3)n3ncnc3N2)c1 (centres undefined)	-1%	7	-3	-5%	-3%	4%	-0.9%	15%	4	0%	2
12	CN(C)C1(c2nnnn2-c2ccc(Cl)cc2)CCCCC1	-1%	30	-2	5%	4%	-15%	0.4%	0%	-1	3%	2
13	COC(=O)C1=C(c2ccccc2OCc2ccccc2)C[C@@H]2CC[C@H]1N2C(=O)NCc1ccc(C(C)(C)C)cc1	-2%	11	-6	4%	x	u	-0.1%	-19%	4	x	x
14	CC(Cc1ccccc1)NC(=O)Cc1ccc([N+](=O)[O-])cc1 (centres undefined)	-1%	-10	-3	4%	1%	13%	-0.4%	-13%	0	-7%	-2
15	COC(=O)C1=C(c2ccc(OC)c(OC)c2)C[C@@H]2CC[C@H]1N2C(=O)NCCOc1ccc(OC)cc1	3%	5	0	0%	x	9%	-0.7%	-3%	-19	x	x
16	CSc1ccccc1NC(=O)CN(C)C(=O)Cn1c(=O)oc2ccccc21	-2%	-8	-2	u	x	-1%	-1.4%	4%	-35	x	x
17	CCC(COC)Oc1cc(NCc2ccccc2)c2ncn(C(C)C)c2c1 (centres undefined)	5%	u	-34	u	x	u	0.3%	-1%	16	x	x
18	CCCCn1c(=O)c(C(=O)NCc2ccco2)c(O)c2ccccc21	0%	-13	-2	6%	6%	4%	-1.0%	4%	11	-2%	-1
19	CN1CCCN(C(=O)COc2ccccc2Br)CC1	0%	18	29	-4%	-2%	10%	-0.1%	-11%	-9	1%	x
20	CCCCCCCSc1cc(OC)c(CCNC)cc1OC	-1%	8	1	u	-4%	8%	-0.6%	-2%	-10	-2%	4

# One compound at a time (already shown). Values in the order: USP2a inh	Giardia kill	hERG WT inh	Chronic BCR inh	PKM2 activator	uPA generation	B2AR arrestin	Eya2 inh	KCNH2 3.1 block	GALK inh	FBPA coupling cs
# Results for CSc1ccccc1NC(=O)CN(C)C(=O)Cn1c(=O)oc2ccccc21 = -2%	-8	-2	u	x	-1%	-1.4%	4%	-35	x	x
# Results for CN1CCCN(C(=O)COc2ccccc2Br)CC1 = 0%	18	29	-4%	-2%	10%	-0.1%	-11%	-9	1%	x

# (cont.)
entry	Molecule	USP2a inh	Giardia kill	hERG WT inh	Chronic BCR inh	PKM2 activator	uPA generation	B2AR arrestin	Eya2 inh	KCNH2 3.1 block	GALK inh	FBPA coupling cs
21	CCCNC(=O)N1[C@H]2CC[C@@H]1C(C(=O)OC)=C(c1ccc(F)cc1F)C2	1%	6	-10	1%	x	14%	-1.9%	-10%	8	x	x
22	O=c1c2ccccc2nc(-c2ccccc2)n1-c1nccs1	-9%	5	-2	5%	-1%	7%	-0.1%	0%	1	-1%	5
23	CCCCN1C(=O)NC(=O)C2(Cc3c(nc4c(C)cccn4c3=O)N3CCc4ccccc4C32)C1=O (centres undefined)	5%	-9	8	u	7%	-10%	-0.4%	3%	-9	-5%	-1
24	CCC(C)N1CCN(C(=O)Cc2ccccc2)CC1 (centres undefined)	1%	9	-8	-3%	-2%	-4%	-0.1%	6%	31	0%	0
25	CCOC(=O)CN1C(=O)C2(C(C#N)=C(N)Oc3ccccc32)C(C(=O)OC)=C1C (centres undefined)	x	5	-5	x	0%	-1%	x	x	4	2%	1
26	c1ccc(Cc2nn3c(Cn4cnc5ccccc54)nnc3s2)cc1	3%	6	18	-8%	u	-10%	0.5%	12%	2	3%	-1
27	CC1CCN(CC#CCOc2ccc(Cl)cc2)CC1	3%	11	-3	10%	6%	1%	-0.2%	5%	6	2%	-5
28	COc1ccc(CCNCc2ccccc2F)cc1	4%	-10	3	-2%	x	7%	0.4%	-3%	-13	5%	2
29	O=c1oc2ccccc2c(O)c1C(c1ccccn1)c1c(O)c2ccccc2oc1=O	1%	-10	8	u	-1%	3%	0.4%	u	-8	x	8
30	O=C1/C(=C\c2cc3c(cc2Cl)OCO3)N2CCC1CC2	2%	-6	-5	-11%	-5%	-1%	-0.9%	1%	1	2%	7
31	O=C(c1ccc(S(=O)(=O)NCc2ccco2)cc1)N1CCN(Cc2ccccc2F)CC1	0%	-19	3	-2%	x	u	-0.4%	8%	0	x	x
32	COc1ccc(C(C)=O)cc1CC(C(=O)c1ccc(C)cc1)N(C)C (centres undefined)	7%	-8	-1	-23%	-2%	-1%	-0.8%	1%	20	-1%	3
33	Cc1ccc(C2=NC(C)(C)N3C2C3c2ccc([N+](=O)[O-])cc2)cc1 (centres undefined)	3%	-8	2	-1%	-3%	1%	-1.4%	3%	0	1%	2
34	CC[N+](C)(CC)CCCOC(=O)C(O)(c1ccccc1)C1CCCCC1 (centres undefined)	3%	1	-1	1%	-2%	-1%	-1.3%	0%	-9	0%	-1
35	CC(=O)C1(c2ccccc2)CCN(C(=O)C2CCC(=O)N(CCc3cccc(F)c3)C2)CC1 (centres undefined)	2%	4	4	8%	3%	-4%	-1.0%	6%	-28	-2%	0
36	CCC(C)C1(CC)C(=O)NC(=O)N=C1N (centres undefined)	2%	18	-7	2%	u	-9%	-0.4%	4%	4	1%	3
37	CCCCc1ccc(NC2=NCCCS2)cc1	-2%	26	2	4%	x	-3%	-0.9%	5%	-5	-3%	3
38	C[C@H]1C[C@@H](C)C(=O)[C@@H]([C@H](O)CC2CC(=O)NC(=O)C2)C1	0%	u	1	u	-1%	u	-0.5%	-12%	3	0%	2&-2
39	CN(C)S(=O)(=O)N1CCC(Oc2ccc(C(=O)N3C[C@H]4CC[C@H]3C4)cc2)CC1	-5%	7	-15	-7%	x	u	-0.1%	4%	-12	-6%	x
40	NCCc1ccc(S(N)(=O)=O)cc1	-1%	13	0	8%	x	14%	0.1%	-18%	0	11%	3
41	CCOc1cc(CNCCc2c[nH]c3ccccc23)cc(Cl)c1OC	-1%	3	2	u	-8%	2%	-0.6%	18%	-41	5%	2
42	CN1CC(C(=O)c2ccc(Cl)cc2)C(c2ccc(N(C)C)cc2)C1 (centres undefined)	-3%	13	x	u	5%	-5%	-0.2%	-13%	-20	0%	1
43	Cn1cc(C(=O)OCC(=O)N2CCCCC2)c2ccccc21	1%	22	0	u	x	-5%	-0.2%	-10%	0	x	x
44	CCNCC1(c2ccc(OC)c(OC)c2)CCCC1	1%	-19	5	1%	-5%	-10%	-1.0%	-2%	-12	19%	2
45	O=C(c1cccc(C(F)(F)F)c1)C1CCCN(Cc2ccccc2O)C1 (centres undefined)	0%	16	7	u	5%	4%	-0.2%	-1%	1	0%	0
46	O=C1C2CCCN2C(c2cccnc2)N1c1ccc(Cl)c(Cl)c1 (centres undefined)	-2%	-1	-1	-5%	-1%	-2%	0.3%	2%	-3	1%	-8
47	Cc1c(C(=O)C(=O)N2CCOCC2)c2ccccc2n1Cc1ccccc1	2%	17	3	2%	x	-1%	0.2%	-3%	-11	-2%	x
48	Cc1cc(-c2ccccc2)n(-c2cc(N/N=C/c3ccccc3O)ncn2)n1	3%	-14	-3	15µM*	1%	10µM*	-0.9%	-3%	-7	0%	0
49	O=C(Cc1ccccc1)N1CCN(CC2CC=CCC2)CC1 (centres undefined)	0%	2	4	6%	8%	1%	-0.2%	-14%	3	-2%	-7

# Assay outcomes as filed in PubChem BioAssay.

# A portion of the library; count on the stated rates, not on these rows.
